Screens as filed in PubChem BioAssay.
PRC2 inh – EZH2/PRC2 methyltransferase inhibitors, primary screen, biochemical, DELFIA time-resolved fluorescence, single point | PRC2 H3K27 methylation, DELFIA TRF, 1 h | inhibition, % at 12.5 µM | 57,000 tested, 0.35% active;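 active = mean inhibition of replicates at least 50% and every single replicate also reaching 50%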;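 also: dimethyl H3K27 on biotinylated H3 21-44 peptide detected by antibody; plate controls were median neutral control wells for no effect and median positive control wells for full effect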
IDH1 mut inh – inhibitors of IDH1 R132H reductase, primary screen, biochemical, plate reader, single point. Isocitrate dehydrogenase [NADP] cytoplasmic (Homo sapiens), O75874. diaphorase/resazurin fluorescence, 60 min. inhibition, % at 10 µM. 70,000 tested, 0.18% active. AID 624101, 2012; in the data active = inhibition above about 34%;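 also: 0% = DMSO and 100% = no enzyme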
Target sequence (O75874 whole entry R132H): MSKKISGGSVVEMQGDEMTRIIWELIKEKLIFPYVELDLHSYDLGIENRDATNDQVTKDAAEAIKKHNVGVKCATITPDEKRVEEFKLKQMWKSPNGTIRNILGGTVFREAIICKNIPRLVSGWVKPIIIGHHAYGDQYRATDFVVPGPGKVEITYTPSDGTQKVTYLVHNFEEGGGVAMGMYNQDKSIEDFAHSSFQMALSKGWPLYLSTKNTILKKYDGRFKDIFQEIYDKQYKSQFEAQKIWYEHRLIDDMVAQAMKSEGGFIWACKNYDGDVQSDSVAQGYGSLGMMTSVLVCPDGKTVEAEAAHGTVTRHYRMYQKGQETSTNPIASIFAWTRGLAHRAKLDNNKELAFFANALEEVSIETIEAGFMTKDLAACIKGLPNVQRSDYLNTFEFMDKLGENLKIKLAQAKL
* = called active by the depositor; . = no result given; & = joins results of further samples. Some of the compounds tested, so the mix of outcomes need not match the whole.

SMILES | PRC2 inh | IDH1 mut inh
COc1cc2c(cc1O)C1(O)Cc3ccc4c(c3C1N(C)CC2)OCO4 (centres undefined) | 8 | -0.6
Cc1noc(C)c1S(=O)(=O)Nc1ccc2c(c1)CC(=O)N([C@@H](C)CO)C[C@@H](C)[C@@H](CN(C)S(=O)(=O)c1ccc(F)cc1)O2 | . | -2.1
CCOc1cc(S(=O)(=O)n2nnc3ccccc32)ccc1F | 3 | -0.2
Cc1ccc(S(=O)(=O)Nc2ccc3c(c2)C(=O)N([C@@H](C)CO)C[C@H](C)[C@@H](CN(C)CC2CCCCC2)O3)cc1 | 10 | -0.5
C[C@H]1CN([C@@H](C)CO)C(=O)CCCn2nncc2CO[C@@H]1CN(C)Cc1cccc(C(=O)O)c1 | . | -1.2
CNC[C@@H]1OCCCC[C@H](C)Oc2ccc(NS(=O)(=O)c3cn(C)cn3)cc2C(=O)N([C@H](C)CO)C[C@@H]1C | . | 7.7
CC(Sc1cccc2cccc(C(=O)O)c12)C(=O)O (centres undefined) | . | -0.1
C[C@@H]1CN([C@@H](C)CO)C(=O)c2cccc(NC(=O)C3CC3)c2O[C@H]1CN(C)C(=O)NC1CCCCC1 | -4 | -1.6
C[C@H](CO)N1C[C@H](C)[C@@H](CN(C)Cc2ccc(C(=O)Nc3ccccc3N)cc2)Oc2c(NC(=O)C3CCOCC3)cccc2C1=O | -7 | 0.6
C[C@H]1CN([C@@H](C)CO)S(=O)(=O)c2ccc(Br)cc2O[C@@H]1CN(C)Cc1cccc(F)c1 | 30 | .
C[C@@H]1CN([C@H](C)CO)S(=O)(=O)c2ccc(-c3ccc(F)cc3)cc2O[C@@H]1CN(C)C(=O)Nc1ccc(F)cc1 | -4 | 3.3
COc1ccc(C2(CNC(=O)c3cccc([N+](=O)[O-])c3)CCOCC2)cc1OC | 6 | -0.2
CC(C)NC(=O)Nc1ccc2c(c1)C(=O)N([C@@H](C)CO)C[C@@H](C)[C@@H](CN(C)C(=O)c1ccccc1)OCCCC[C@H](C)O2 | -20 | -1.2
CS(=O)(=O)N1CCN(c2ccccc2NC(=O)c2ccc(N3CCCCC3)c([N+](=O)[O-])c2)CC1 | -19 | 0.0
CC(=O)N(C)C[C@@H]1Oc2cc(-c3ccc(C)cc3)ccc2S(=O)(=O)N([C@H](C)CO)C[C@H]1C | . | -8.5
COc1ccccc1-c1cnc2c(c1)C(=O)N([C@@H](C)CO)C[C@@H](C)[C@@H](CN(C)Cc1cccnc1)O2 | -8 | -2.3
Cc1ccc(OCCCn2cncn2)c([N+](=O)[O-])c1 | 2 | 0.3
C[C@@H]1CN([C@H](C)CO)C(=O)c2cc(C#CC3(O)CCCC3)cnc2O[C@H]1CN(C)C | 0 | -0.4
C[C@H]1CN([C@@H](C)CO)C(=O)c2cc(NC(=O)NC3CCCCC3)ccc2O[C@@H]1CN(C)S(=O)(=O)c1ccc(F)cc1 | 3 | -0.2
O=C(NCC[C@H]1CC[C@H](NS(=O)(=O)c2cccc(Cl)c2)[C@@H](CO)O1)c1cnccn1 | -8 | -0.2
C[C@H]1CN([C@@H](C)CO)S(=O)(=O)c2ccc(-c3ccc(F)cc3)cc2O[C@H]1CN(C)CC1CC1 | . | -3.6
O=C(Cc1ccccn1)NCC[C@H]1CC[C@@H](NC(=O)Nc2ccccc2)[C@H](CO)O1 | -10 | 0.2
COc1ccc(NC(=O)N(C)C[C@H]2Oc3c(NC(=O)NC(C)C)cccc3C(=O)N([C@@H](C)CO)C[C@@H]2C)cc1 | -3 | .
C[C@@H]1CN([C@@H](C)CO)C(=O)Cc2cc(NC(=O)c3ccncc3)ccc2O[C@H]1CN(C)C(=O)Nc1cccc2ccccc12 | -6 | -0.7

An excerpt of these results, comma-delimited.
canonical_smiles,PRC2 inh,IDH1 mut inh
CNC[C@@H]1OCCCC[C@H](C)Oc2ccc(NS(=O)(=O)c3cn(C)cn3)cc2C(=O)N([C@H](C)CO)C[C@@H]1C,.,7.7
CC(Sc1cccc2cccc(C(=O)O)c12)C(=O)O (centres undefined),.,-0.1
C[C@@H]1CN([C@@H](C)CO)C(=O)c2cccc(NC(=O)C3CC3)c2O[C@H]1CN(C)C(=O)NC1CCCCC1,-4,-1.6
C[C@H](CO)N1C[C@H](C)[C@@H](CN(C)Cc2ccc(C(=O)Nc3ccccc3N)cc2)Oc2c(NC(=O)C3CCOCC3)cccc2C1=O,-7,0.6
C[C@H]1CN([C@@H](C)CO)S(=O)(=O)c2ccc(Br)cc2O[C@@H]1CN(C)Cc1cccc(F)c1,30,.
C[C@@H]1CN([C@H](C)CO)S(=O)(=O)c2ccc(-c3ccc(F)cc3)cc2O[C@@H]1CN(C)C(=O)Nc1ccc(F)cc1,-4,3.3

The list continues.
SMILES | PRC2 inh | IDH1 mut inh
CC(C)NC(=O)N(C)C[C@@H]1Oc2cc(C#Cc3ccccn3)ccc2S(=O)(=O)N([C@H](C)CO)C[C@@H]1C | 9 | 0.2
CC1=CC(C)(C)N2C(=O)C(=O)c3cc(OC(=O)CN4C(=O)c5cccc6cccc(c56)C4=O)cc1c32 | -1 | 2.4
CC(C)C#Cc1ccc2c(c1)O[C@@H](CN(C)CC1CCCC1)[C@H](C)CN([C@H](C)CO)S2(=O)=O | . | 0.1
Cc1noc(C)c1NC(=O)Nc1cccc2c1O[C@H](CN(C)S(=O)(=O)c1ccc(Cl)cc1)[C@@H](C)CN([C@H](C)CO)C2=O | . | 1.7
CN1CCN(C(=O)C[C@@H]2C[C@H]3c4cc(NC(=O)Cc5ccncc5)ccc4O[C@H]3[C@@H](CO)O2)CC1 | 5 | -0.4
CO[C@@H]1CN(C)C(=O)c2cc(NS(=O)(=O)c3ccccc3)ccc2OC[C@@H](C)N(Cc2cccnc2)C[C@@H]1C | 1 | -0.3
COc1ccccc1CNC(=O)C[C@H]1C=C[C@H](NC(=O)CN(C)C)[C@@H](CO)O1 | 7 | -0.3
CO[C@H](CN(C)Cc1cc(F)ccc1F)[C@H](C)CN([C@@H](C)CO)S(=O)(=O)c1ccc(C)cc1 | 13 | -0.9
CC(C)C#Cc1cnc2c(c1)C(=O)N([C@@H](C)CO)C[C@@H](C)[C@H](CN(C)C(=O)Cc1ccncc1)O2 | -26 | 3.5
Cc1cc(S(=O)(=O)NCC(=O)O)ccc1F | 5 | 0.0
COc1ccccc1CN1C[C@H](C)[C@H](OC)CN(C)C(=O)c2cc(NC(C)=O)ccc2OC[C@H]1C | 1 | -0.1
C[C@@H]1CN([C@H](C)CO)C(=O)c2cc(NC(=O)CCC(F)(F)F)ccc2O[C@@H](C)CCCCO[C@@H]1CN(C)Cc1ccc(Cl)c(Cl)c1 | . | -2.0
CC(C)C#Cc1ccc2c(c1)O[C@H](CN(C)Cc1ccccc1)[C@H](C)CN([C@@H](C)CO)S2(=O)=O | 26 | 0.0
O=C(NCc1cccnc1)c1cnn2c(C(F)F)cc(C3CC3)nc12 | 8 | 0.2
C[C@@H]1CN([C@@H](C)CO)C(=O)Cc2cc(NS(C)(=O)=O)ccc2O[C@@H]1CN(C)Cc1ccc2c(c1)OCO2 | -2 | 0.7
C[C@H](CO)N1C[C@H](C)[C@@H](CN(C)S(=O)(=O)c2ccc(Cl)cc2)Oc2ccc(NC(=O)Nc3ccc4c(c3)OCO4)cc2CC1=O | . | -0.7
C[C@@H]1O[C@@H](O[C@H]2[C@H](O[C@H]3CC[C@@]4(C)C(CC[C@]5(C)C4CC=C4C6CC(C)(C)CC[C@]6(C(=O)O)CC[C@]45C)[C@]3(C)CO)OC[C@H](O)[C@@H]2O)[C@H](O)[C@H](O)[C@H]1O (some centres undefined) | . | 0.3
C[C@@H]1CN([C@H](C)CO)C(=O)c2cccc(NS(C)(=O)=O)c2O[C@H]1CN(C)C(=O)Nc1ccc2c(c1)OCO2 | . | 1.7
C[C@@H]1CCCCO[C@H](CN(C)CC2CC2)[C@@H](C)CN([C@H](C)CO)C(=O)c2cc(NC(=O)Nc3ccccc3)ccc2O1 | . | -3.4
Cn1c(SCc2nc3ccccc3s2)nnc1-c1ccncc1 | -26 | 0.1
CO[C@H]1CN(C)C(=O)c2cc(NC(=O)Nc3ccccc3F)ccc2OC[C@H](C)NC[C@H]1C | 7 | -0.4
COc1ccc(S(=O)(=O)N(C)C[C@H]2Oc3c(NC(=O)NC4CCCCC4)cccc3C(=O)N([C@H](C)CO)C[C@H]2C)cc1 | . | 2.4
CCOc1c(OC)cc(Cl)cc1C1NC(=O)NC(C)=C1C(=O)Nc1ccccc1C(=O)OC (centres undefined) | -6 | 0.3
Cc1noc(C)c1S(=O)(=O)Nc1ccc2c(c1)CC(=O)N([C@H](C)CO)C[C@@H](C)[C@@H](CN(C)S(=O)(=O)c1c(C)noc1C)O2 | . | 3.3
COc1ccc(NC(=O)Nc2ccc3c(c2)CC(=O)N([C@@H](C)CO)C[C@@H](C)[C@@H](CN(C)Cc2ccc(Cl)c(Cl)c2)O3)cc1 | . | 1.8
CO[C@H]1CN(C)C(=O)c2ccc(NC(=O)c3ccccc3)cc2OC[C@H](C)N(C)C[C@H]1C | -3 | 0.2
COc1ccc(S(=O)(=O)Nc2ccc3c(c2)C(=O)N([C@@H](C)CO)C[C@@H](C)[C@@H](CN(C)C(=O)CCC(F)(F)F)OCCCC[C@H](C)O3)cc1 | . | -1.7
C[C@H]1CN([C@@H](C)CO)C(=O)c2cc(NS(=O)(=O)c3ccccc3)ccc2O[C@@H]1CN(C)Cc1ccccc1 | 6 | 0.3
C[C@H](CO)N1C[C@H](C)[C@@H](CN(C)C(=O)c2ccccc2)Oc2cc(C#C[C@@H](C)O)ccc2S1(=O)=O | -13&-3 | -3.2
C[C@@H]1CN([C@H](C)CO)C(=O)c2cc(NC(=O)c3ccncc3)ccc2O[C@@H](C)CCCCO[C@@H]1CN(C)Cc1ccc2c(c1)OCO2 | . | 3.3
C[C@H]1CN([C@@H](C)CO)C(=O)c2cc(-c3cccc(F)c3)cnc2O[C@H]1CN(C)Cc1cncnc1 | 20 | -1.5
O=C(Nc1ccccc1C(=O)O)c1ncn[nH]1 | 10 | 0.1
CS(=O)(=O)Nc1ccc2c(c1)[C@@H]1C[C@H](CC(=O)NCc3ccccc3F)O[C@H](CO)[C@@H]1O2 | 3 | 0.0
O=C(CSc1n[nH]c(-c2ccco2)n1)Nc1ccc(F)cc1 | 0 | 0.0
C[C@@H]1CN([C@@H](C)CO)C(=O)c2cc(-c3ccncc3)cnc2O[C@@H]1CN(C)C(=O)C1CCC1 | -6 | .
O=C(Nc1ccc2c(c1)OCO2)N[C@H]1CC[C@@H](CCNC(=O)C2CCCC2)O[C@H]1CO | -14 | -0.2
C[C@H](CO)N1C[C@H](C)[C@H](CN(C)C(=O)Nc2ccccc2C(F)(F)F)OCc2ccccc2-c2ccccc2C1=O | -10 | -1.9
CNC[C@@H]1Oc2c(NC(=O)Nc3ccc4c(c3)OCO4)cccc2C(=O)N([C@H](C)CO)C[C@H]1C | 11 | .
Cc1noc(C)c1NC(=O)Nc1cccc2c1O[C@@H](CN(C)S(=O)(=O)c1cccs1)[C@@H](C)CN([C@@H](C)CO)C2=O | . | -2.1
COc1cccc(-c2cc(=O)c3cc(OC)ccc3o2)c1 | 6 | -0.1
CCCN1C[C@@H](C)[C@H](OC)CN(C)C(=O)c2cc(NS(C)(=O)=O)ccc2OC[C@@H]1C | -8 | .
O=C(N[C@H]1C=C[C@@H](CC(=O)N2CCOCC2)O[C@@H]1CO)c1cccc(F)c1 | -1 | 0.1
CCC(=O)N[C@@H]1CC[C@H](CC(=O)NCC2CCCCC2)O[C@@H]1CO | 5 | -0.5
COc1ccc(CN(C)C[C@H]2Oc3ccc(NC(=O)C4CC4)cc3C(=O)N([C@H](C)CO)C[C@H]2C)cc1 | . | 0.9
Cc1cc(=O)n(-c2ccccc2)n1C | 6 | 0.1
C[C@@H]1CCCCO[C@H](CN(C)S(=O)(=O)c2cccs2)[C@H](C)CN([C@@H](C)CO)C(=O)c2cc(NC(=O)C3CCCCC3)ccc2O1 | . | -0.3
Cc1noc(C)c1NC(=O)N(C)C[C@H]1Oc2ccc(NS(=O)(=O)c3ccc(Cl)cc3)cc2C(=O)N([C@H](C)CO)C[C@@H]1C | . | -1.1
O=C(CC1(O)C(=O)Nc2ccccc21)c1ccc(NC(=O)C2CC2)cc1 (centres undefined) | 12 | -0.3
Cc1ccc(CCNc2ccccc2)cn1 | -4 | -2.2
Nc1cc2c3ccccc3ccc2c2ccccc12 | 12 | .
C[C@@H]1CN([C@H](C)CO)C(=O)c2cc(NC(=O)Nc3cccc4ccccc34)ccc2O[C@@H]1CN(C)Cc1ccncc1 | -7 | 0.1
C[C@@H]1CN([C@@H](C)CO)C(=O)CCCn2cc(nn2)CO[C@H]1CN(C)Cc1cccc2c1OCCCO2 | -4 | -0.9
COc1ccc(S(=O)(=O)Nc2cccc3c2O[C@H](CN(C)S(=O)(=O)c2ccc(C)cc2)[C@H](C)CN([C@@H](C)CO)C3=O)cc1 | . | -1.8
CO[C@H]1CN(C)C(=O)c2ccc(NC(=O)c3ccccc3F)cc2OC[C@H](C)N(C(C)=O)C[C@@H]1C | 1 | 0.0
CC(C)c1ccccc1S(=O)(=O)c1cc(N)c2ncccc2c1[N+](=O)[O-] | . | -2.5

Random excerpt: five entries already listed.
SMILES | PRC2 inh | IDH1 mut inh
COc1ccc(C2(CNC(=O)c3cccc([N+](=O)[O-])c3)CCOCC2)cc1OC | 6 | -0.2
COc1ccccc1CN1C[C@H](C)[C@H](OC)CN(C)C(=O)c2cc(NC(C)=O)ccc2OC[C@H]1C | 1 | -0.1
O=C(CC1(O)C(=O)Nc2ccccc21)c1ccc(NC(=O)C2CC2)cc1 (centres undefined) | 12 | -0.3
C[C@@H]1CCCCO[C@H](CN(C)S(=O)(=O)c2cccs2)[C@H](C)CN([C@@H](C)CO)C(=O)c2cc(NC(=O)C3CCCCC3)ccc2O1 | . | -0.3
C[C@@H]1CCCCO[C@H](CN(C)CC2CC2)[C@@H](C)CN([C@H](C)CO)C(=O)c2cc(NC(=O)Nc3ccccc3)ccc2O1 | . | -3.4
